High-throughput results deposited in PubChem by National Center for Advancing Translational Sciences (NCATS).
GLP-1R agonist = GLP-1 receptor (human) agonism; P43220; HEK293 GLP-1R CRE-luciferase, luminescence, 4-6 h; cells express a hypersensitive GLP-1R form; Potency, µM (titrated, usually from 45.6 µM), for inactives: at the top dose activation, hits mostly activators; hit rate 0.007% among 380,000; AID 624172; note: potency is the fitted concentration of half-maximal effect; % of control where 0% means no effect
Target sequence (P43220 whole entry, looked up): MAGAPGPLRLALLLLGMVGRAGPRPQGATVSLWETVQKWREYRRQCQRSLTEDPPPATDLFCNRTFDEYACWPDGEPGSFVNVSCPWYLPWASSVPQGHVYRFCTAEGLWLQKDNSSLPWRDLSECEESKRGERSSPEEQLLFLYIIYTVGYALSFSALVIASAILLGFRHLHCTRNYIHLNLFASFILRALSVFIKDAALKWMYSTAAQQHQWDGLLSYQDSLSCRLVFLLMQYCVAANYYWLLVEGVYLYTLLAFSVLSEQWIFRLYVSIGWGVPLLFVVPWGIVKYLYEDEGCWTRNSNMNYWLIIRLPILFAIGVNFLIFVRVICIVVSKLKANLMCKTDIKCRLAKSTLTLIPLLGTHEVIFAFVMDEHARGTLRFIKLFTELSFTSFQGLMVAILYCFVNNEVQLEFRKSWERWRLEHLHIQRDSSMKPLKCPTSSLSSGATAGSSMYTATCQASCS
FUS yeast rescue = rescues growth of FUS-expressing yeast. S. cerevisiae FUS-expressing, growth rescue, OD600, 24 h. hit rate 0.24% among 390,000. Potency, µM (doses to about 76.6 µM), without a hit: at the highest dose growth rescue (activation), usual class: activators;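 note: potency is the fitted concentration of half-maximal effect; plate controls were DMSO vehicle for no effect and reference control for full effect; nearly all actives have a fitted effect of over 55% in size; some results filed as inactive show a strong effect at the top dose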
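Absorbance at 600 nm, taken 24hr after compound addition, measured rescue of FUS-yeast growth at 30C. Induction used 2% galactose with seeding at OD 0.005. Controls: CP55940 from 92uM final, DMSO only.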
PTHR1 ag = activates the human parathyroid hormone receptor PTHR1; Potency, µM (top dose mostly 115 µM), inactives show top-dose activation, actives largely listed as activators; HEK293 GP2 PTHR1 cells, GloSensor cAMP luminescence, 1 h; Q03431; hit rate 0.075% among 410,000; AID 743266; note: potency is the fitted concentration of half-maximal effect; nearly all actives have a fitted effect of over 55% in size; some results filed as inactive show a strong effect at the top dose; inactives centre near -15; many of its hits are not listed in these tables
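HEK-293-derived GP2 cells expressing PTHR1 and a GloSensor cAMP reporter, 3,000/well, plated overnight, given luciferin plus IBMX (each 0.5 mM as added) for 1 h at 37 °C, then compound for 1 h at 37 °C. Luminescence was read after 15 min at room temperature.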
aSyn rescue = rescues yeast growth from alpha-synuclein toxicity; Yeast expressing alpha-synuclein, growth rescue, BacTiter-Glo, 24 h; Potency, µM (titrated, usually from 46.1 µM), for inactives: at the top dose growth rescue (activation), hits mostly activators; hit rate 0.14% among 370,000; note: potency is the fitted concentration of half-maximal effect; % of control where 0% means no effect; nearly all actives have a fitted effect of over 65% in size
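Screening used galactose-induced yeast with toxic alpha-synuclein levels, exposed to compound for 24 hr at 30 deg C. Cell growth, read with BacTiter-Glo luminescence, gave the measured signal.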
TDP-43 yeast inh = rescues yeast growth from TDP-43 toxicity. TDP-43 expressing yeast growth rescue, BacTiter-Glo, 24 h. Potency, µM (top dose mostly 46.1 µM), for inactives: at the highest dose growth rescue (activation), actives largely listed as activators. hit rate 1.8% among 410,000. AID 652104; note: potency is the fitted concentration of half-maximal effect; % of control where 0% means no effect; nearly all actives have a fitted effect of over 50% in size
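Yeast expressing TDP-43 (pregrown in raffinose, seeded at OD600=0.02 in galactose medium) exposed to compounds 24 hr at 30 deg C. Growth read by BacTiter-Glo luminescence; rescue of toxicity appears as increased signal.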
GLP-1R inv ag = inverse agonists of human GLP-1 receptor. Potency, µM (titrated, usually from 38.3 µM), inactives show at the top dose activity change, negative = inhibition, actives largely listed as inhibitors. HEK293 GLP-1R CRE-luciferase, luminescence, 24 h; GLP-1R form is constitutively active. hit rate 1.6% among 410,000; note: potency is the fitted concentration of half-maximal effect; % is set by controls: 0 for no effect and ±100 for the full control effect; nearly all actives have a fitted effect of over 55% in size
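Cells are plated, allowed 12 hours at 37 deg C, then treated with compounds for 24 hr before luciferase detection reagent is added and luminescence is read after 12 min at room temperature. The HEK293 line carries constitutively active GLP-1R with a cAMP-responsive reporter.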
DRD3 antagonist = blocks the human D3 dopamine receptor. max response, negative = inhibition, %. hit rate 2.5% among 360,000. D3R cells, DiscoveRx beta-arrestin luminescence, antagonist mode; stronger effect = lower value. AID 652054; in the data active = max response below about -50%; inconclusive = no clear call, values can overlap the other calls; note: % is set by controls: 0 for no effect and ±100 for the full control effect; mostly tested at two doses, the higher about 12 µM
Target sequence (P35462 whole entry, looked up): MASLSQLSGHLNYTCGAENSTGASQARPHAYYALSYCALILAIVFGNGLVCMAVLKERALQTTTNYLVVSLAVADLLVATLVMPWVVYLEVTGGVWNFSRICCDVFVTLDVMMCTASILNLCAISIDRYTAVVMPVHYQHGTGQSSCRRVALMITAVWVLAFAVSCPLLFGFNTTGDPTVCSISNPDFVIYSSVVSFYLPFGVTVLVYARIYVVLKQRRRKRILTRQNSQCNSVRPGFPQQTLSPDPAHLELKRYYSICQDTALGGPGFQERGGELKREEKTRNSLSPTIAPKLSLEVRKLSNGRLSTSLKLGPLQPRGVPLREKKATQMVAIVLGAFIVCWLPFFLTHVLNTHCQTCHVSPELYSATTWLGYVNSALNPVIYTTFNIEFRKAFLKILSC
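Cells expressing the human receptor were seeded at 1500 cells/well, incubated overnight at 37 degrees C in 5% CO2, then exposed to library compounds with dopamine controls for 90 minutes at 37 degrees C before luminescent detection.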
Akt phos inh = inhibitors of Akt phosphorylation. hit rate 0.32% among 360,000. activity change, % for hits at 50 µM. Neuro2A IGF-stimulated pAkt S473 HTRF, 20 min; stronger effect = lower value; in the data active = activity change below about -80%; inconclusive = mostly about -51% to -80%; note: % is set by controls: 0 for no effect and ±100 for the full control effect
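Neuro2A cells in DMEM with 0.5% FBS, overnight at 37 deg C, given compound at single 50 µM final, then IGF (6 nM final) for 20 min at 37 deg C. Lysed; phospho-Akt Ser473 by HTRF after 24 h, 665/615 ratio.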
Abeta yeast res = compounds reversing amyloid beta toxicity in yeast; yeast expressing A-beta42, growth rescue, OD600, 48 h; response scale: 0% DMSO, 100% iron-clioquinol control; Potency, µM (top dose mostly 46.1 µM), inactives show top-dose growth rescue, most hits filed as activators; hit rate 0.063% among 410,000; AID 1347071; note: potency is the fitted concentration of half-maximal effect; nearly all actives have a fitted effect of over 55% in size
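Growth rescue measured by 600 nm absorbance after 48 h yeast culture at 30 C with compound. Values normalized between DMSO and an equimolar ferric chloride plus clioquinol control.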
* hit, by the source's call; i = inactive; ? = inconclusive; · = not tested or not shown; & = joins results of further samples; [ ] = another dose, or the depositor's remark. Unless noted, calls come from the whole dose curve; as a rule, active = well fitted curve in the direction sought with a large enough effect; inconclusive = small, poorly fitted or top-dose-only effect, or another doubt; inactive = no such curve, though single readings can be large; an effect the other way counts as inactive or inconclusive. Only part of the results is shown; the hit share may differ from the screen's.

SMILES	GLP-1R agonist	FUS yeast rescue	PTHR1 ag	aSyn rescue	TDP-43 yeast inh	GLP-1R inv ag	DRD3 antagonist	Akt phos inh	Abeta yeast res
CCOC(=O)c1cc(-c2ccccc2)n(CC(=O)NC(C)(C)C)c1C	20%	-13%	i	1%	?	?	4	i	-4%
O=C(CSc1ccc2nnc(-c3ccccn3)n2n1)Nc1ccc(F)cc1F	0%	·	10%	-8%	-30%	-2%	?	i	-23%
COc1ccc(S(=O)(=O)NC(CC(=O)NCc2ccccc2OC)c2ccco2)cc1 (configuration not stated)	-1%	-20%	i	0%	11%	-13%	0	i	10%
Cc1cc(=O)oc2cc(OCC(=O)OCC(=O)Nc3ccc(C(C)C)cc3)ccc12	6%	31%	-8%	6%	-12%[0.397 µM]	8%	-7	i	9%
CN(C(=O)CSc1nc2ccccc2s1)c1c(N)n(Cc2ccccc2)c(=O)[nH]c1=O	-1%	1%	-1%	-7%	13%	-8%	-6	i	-5%
Cc1ccc(S(=O)(=O)N2CCOCC2)cc1C(=O)NCCCn1ccnc1	7%	1%	i	-7%	4%	7%	0	i	2%
COc1ccc(N2C(=O)CC(Sc3nnc(-c4ccccc4)o3)C2=O)cc1 (configuration not stated)	-9%	-2%	-13%	·	11µM*	-3%	-16	·	5%
COc1ccc(-c2cc(C)no2)cc1S(=O)(=O)N1CCOc2ccc(Cl)cc21	4%	23%&6%	-3%	-3%	5%&8%	11%&2%	-14	i	-4%&-11%
CCOC(=O)Oc1ccc2c(=O)c(Oc3cc(C)cc(C)c3)coc2c1	3%	12%	i	-20%	?	-22%	13	i	23%
Cc1nn(C)c(C)c1CCNC(=O)Nc1cccc(Cl)c1C	·	5%	5%	·	17%	-2%	·	·	-3%
C=CCOC(=O)c1sc(NC(=O)c2ccco2)nc1C	-1%	16%	-4%	-10%	12%	-3%	-18	i	1%
Cc1nn(CC(=O)N(C)c2c(N)n(Cc3ccccc3)c(=O)[nH]c2=O)c(C)c1[N+](=O)[O-]	14%	·	25%	-12%	-3%	14%	?	i	-9%
COc1ccc(-c2cc(-c3ccccc3)c(C#N)c(S(C)(=O)=O)n2)cc1	2%	6%	-14%[57.5 µM]	0%	0%	31%	18	i	5%
Cc1oc2c(C)c3oc(=O)c(CC(=O)N[C@@H](CCCNC(N)=O)C(=O)O)c(C)c3cc2c1C	-7%	-10%	0%	-3%	0%	-7%	0	i	-5%
Cc1nn(C)c(C)c1NC(=O)CN1CCC(O)(c2ccc3c(c2)OCO3)CC1	-1%	-1%	i	2%	-12%	3%	11	i	7%
COc1ccc(CCNC(=O)c2cc(S(=O)(=O)N3CCOCC3)cn2C)cc1OC	-1%	-13%	i	3%	4%	6%	10	i	-2%
Cc1ccnc(SC2CC(=O)N(c3ccc(Br)cc3)C2=O)n1 (configuration not stated)	-6%	-5%	-27%	7%	6%	12%	14	i	10%
CCOC(=O)c1c(NC(=O)c2ccccc2)sc2c1CCc1ccccc1-2	3%	-5%	i	-12%	-13%[0.397 µM]	-1%	16	i	-2%
O=S(=O)(Nc1ccc2cn[nH]c2c1)c1ccc(C(F)(F)F)cc1	-5%	-12%	i	1%	15%	-8%	12	i	3%
CC1=C(C(=O)OC2CCCCC2)C(c2cccnc2)n2ncnc2N1 (configuration not stated)	5%	·	-9%	5%	6%	-34%	-6	i	-4%
Cc1cccc2nc(Cn3c(=O)n(CCC(=O)NCc4ccco4)c(=O)c4sccc43)cc(=O)n12	-9%	13%	-12%[57.5 µM]	-4%	0%	12%	-12	i	-10%
CC(=O)Nc1ccc(-c2nnc(SCC(=O)c3ccc([N+](=O)[O-])cc3)o2)cc1	1%	-15%	-19%	8%	19%	11%	·	·	-14%
COCCOC(=O)C1=C(C)NC2=C(C(=O)CCC2)C1c1ccc2c(c1)OCO2 (configuration not stated)	-4%	-27%	-2%[57.5 µM]	0%	-8%	-7%	-5	i	-2%
Cc1ccc(CSc2nc3cccnc3n2Cc2nc(-c3ccccc3F)oc2C)cc1	·	?	-26%	·	?	?	·	·	?
COc1ccc(C2(CNC(=O)c3ccc(OCC(C)C)cc3)CCOCC2)cc1	1%	·	i	13%	24%	?	-9	i	10%
(cont.)
SMILES	GLP-1R agonist	FUS yeast rescue	PTHR1 ag	aSyn rescue	TDP-43 yeast inh	GLP-1R inv ag	DRD3 antagonist	Akt phos inh	Abeta yeast res
O=C(O/N=C(/c1ccccc1)c1ccncc1)c1cccc(F)c1	5%	15%	-13%	11%	14µM*	23%	5	i	-6%
CCN(CCO)c1ccc(-n2c(N)c(C(=O)OC)c3nc4ccccc4nc32)cc1	5%	27%	-11%[57.5 µM]	-1%	-8%	0%	9	i	-7%
CCOC(=O)c1c(C)[nH]c(C(=O)OCc2c(C)noc2C)c1C	?	0%	-20%	6%	14%	-1%	57	i	18%
CN(CC(=O)NCc1ccco1)CC(=O)Nc1c(Cl)cccc1Cl	-9%	·	-16%	-2%	5%	11%	-6	i	3%
COc1ccc(Cl)cc1N(CC(=O)N1CCCCC1)S(C)(=O)=O	10%	-2%	-2%	2%	-7%	12%	7	i	8%
COc1ccc(-c2nnc(-c3ccc(OCC(C)C)cc3)o2)cc1	-9%	16%	-9%[57.5 µM]	-15%	10%	4%	30	i	-11%
CC(NC(=O)c1ccco1)C(c1cccs1)N1CCN(c2ccccc2F)CC1 (configuration not stated)	2%	5%	0%[57.5 µM]	4%	-6%	?	-27	i	-8%
CCCC1(c2ccccc2)NC(=O)N(CC(=O)Nc2cc(C)ccc2OC)C1=O (configuration not stated)	7%	20%	-11%	0%	-17%	-15%	-25	i	-13%
Cc1ccc(Cl)cc1NC(=S)N(CCCN1CCOCC1)Cc1ccccn1	7%	15%	i	-6%	-3%	-16%	13	i	-5%
C=CC1=C2C=C(C3CC3)N(CCCN(CC)CC)C=C2C(=O)C(C)(OC(=O)c2ccco2)C1=O (configuration not stated)	7%	-8%	i	0%	2%	9%	-13	i	-4%
Cc1cccc(N2CCN(Cc3cn(C)nc3-c3ccccc3F)CC2)n1	10%	10%	-9%	1%	8%	?	-4	i	3%
Cc1nc(Cc2nnc(SC(C)C(=O)Nc3cccc(C#N)c3)o2)cs1 (configuration not stated)	-10%	-5%	i	3%	-12%	12%	-1	i	2%
CC(C)c1ccc(NC(=O)Cn2cc(S(=O)(=O)Cc3ccccc3Cl)c3ccccc32)cc1	·	40%	-25%	·	7%	?	·	·	-22%
COc1ccc(NC(=O)C2CCN(C(=O)NC3CCCCC3)CC2)c(OC)c1	1%	16%	-5%[57.5 µM]	2%	15%	10%	6	i	6%
Cc1ccc2oc(=O)n(CCOc3ccccc3C)c2c1	13%	-29%	-64%[inhibitor]	1%	11%	?	?	i	4%
Cc1ccc2oc3c(c(=O)c2c1)C(c1cccc(Cl)c1)N(CCCN1CCOCC1)C3=O (configuration not stated)	-4%	7%	-50%[inhibitor]	22%	14%	-14%	0	i	3%
CCOC(=O)c1ccc(NC(=O)CCNS(=O)(=O)c2cc(Br)cnc2N)cc1	5%	8%	-6%	1%	1%	?	8	i	18%
CCC(C)(C)NC(=O)C(c1ccco1)N(C(=O)Cn1nnc2ccccc21)c1ccc2c(c1)OCO2 (configuration not stated)	-11%	13%	6%[57.5 µM]	10%	1%	4%	-8	i	-13%
CCCCN(Cc1cc2cc(OC)ccc2[nH]c1=O)C(=O)c1ccccn1	3%	6%	i	0%	9%	-21%	-14	i	-3%
COC(=O)c1cc(C(=O)OCC(=O)Nc2cc(C)on2)cc([N+](=O)[O-])c1	2%	16%	i	6%	-2%	1%	-17	i	-13%
COc1cccc(C2C3(C#N)C(N)=NC(OC)(OC)C23C#N)c1 (configuration not stated)	-2%	23%	i	-2%	12%	10%	18	i	-15%
COCCCNC(=O)CC1Oc2ccccc2NC1=O (configuration not stated)	-2%	-27%	i	-5%	6%	21%	4	i	10%

Reformatted: 9 of the compounds above.
| Molecule | GLP-1R agonist | FUS yeast rescue | PTHR1 ag | aSyn rescue | TDP-43 yeast inh | GLP-1R inv ag | DRD3 antagonist | Akt phos inh | Abeta yeast res |
| --- | --- | --- | --- | --- | --- | --- | --- | --- | --- |
| Cc1cccc2nc(Cn3c(=O)n(CCC(=O)NCc4ccco4)c(=O)c4sccc43)cc(=O)n12 | -9% | 13% | -12%[57.5 µM] | -4% | 0% | 12% | -12 | i | -10% |
| CC(=O)Nc1ccc(-c2nnc(SCC(=O)c3ccc([N+](=O)[O-])cc3)o2)cc1 | 1% | -15% | -19% | 8% | 19% | 11% | · | · | -14% |
| COCCOC(=O)C1=C(C)NC2=C(C(=O)CCC2)C1c1ccc2c(c1)OCO2 (configuration not stated) | -4% | -27% | -2%[57.5 µM] | 0% | -8% | -7% | -5 | i | -2% |
| Cc1ccc(CSc2nc3cccnc3n2Cc2nc(-c3ccccc3F)oc2C)cc1 | · | ? | -26% | · | ? | ? | · | · | ? |
| COc1ccc(C2(CNC(=O)c3ccc(OCC(C)C)cc3)CCOCC2)cc1 | 1% | · | i | 13% | 24% | ? | -9 | i | 10% |
| O=C(O/N=C(/c1ccccc1)c1ccncc1)c1cccc(F)c1 | 5% | 15% | -13% | 11% | 14µM* | 23% | 5 | i | -6% |
| CCN(CCO)c1ccc(-n2c(N)c(C(=O)OC)c3nc4ccccc4nc32)cc1 | 5% | 27% | -11%[57.5 µM] | -1% | -8% | 0% | 9 | i | -7% |
| CCOC(=O)c1c(C)[nH]c(C(=O)OCc2c(C)noc2C)c1C | ? | 0% | -20% | 6% | 14% | -1% | 57 | i | 18% |
| CN(CC(=O)NCc1ccco1)CC(=O)Nc1c(Cl)cccc1Cl | -9% | · | -16% | -2% | 5% | 11% | -6 | i | 3% |
